# Assay outcomes deposited in PubChem BioAssay by several laboratories.
# DAT uptake mod = changed human dopamine transporter uptake under cocaine IC80; Q01959; LLC-PK1 hDAT cells, [14C]-dopamine uptake with cocaine IC80; actives deviate in either direction; B-score at 10 µM; 1.3% of 110,000 active; AID 449768;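 active = Z score or B-score, a plate-position-corrected score, falls beyond the plate's 99.7% confidence bounds, in either direction; inactive = both scores lie inside the 99.7% bounds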;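 note: scored against the spread of the other compound wells on the same plate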
# Calb biofilm kill = kills Candida albicans biofilms | inhibition, % at 6 µM | C. albicans biofilm + clotrimazole, Alamar Blue | 0.14% of 85,000 active;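 active = inhibition above 20%; inactive = inhibition below 20%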;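 note: preformed 24 hr biofilms exposed to compound for 48 hr; 0% = biofilm without compound and 100% = blank killed by clotrimazole plus chlorhexidine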
# Smad3 FoxH1 inh = inhibitors of human Smad3 transcription factor binding | 0.29% of 88,000 active | P84022 | inhibition, % at 25 µM | TR-FRET Smad3/Dy647-FoxH1 peptide binding, europium anti-His | AID 630;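 active = compounds that reduce the energy-transfer binding signal between the protein and its labelled peptide by more than half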;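 note: 0% = Smad3 plus labelled peptide maximal FRET and 100% = peptide-only background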
# IL1B cytotox = toxic to HUVEC cells under IL-1B stimulation; HUVEC cell count loss, Hoechst imaging, IL-1B stimulated; cell count reduction, % at 2 µM; 0.41% of 94,000 active; AID 845;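 active = cell count reduction more than 3 SD above the screen-wide mean, cut at about 70% in these data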;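 note: normalized per plate to untreated control cells as the no-loss baseline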
# VCAM1 TNFa inh = reduces TNF alpha induced VCAM1 expression in HUVEC; HUVEC TNFa-induced VCAM-1 immunofluorescence, high-content imaging; inhibition, % at 2 µM; 0.48% of 95,000 active;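 active = inhibition above the batch mean plus 3 SD, with images confirmed as a hit by eye, cut at about 37% in these data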;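 note: 0% = TNF-stimulated DMSO wells and 100% = unstimulated control wells; not every result past the cut was called active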
# cytoskel mod = modifiers of cytoskeleton assembly; 0.18% of 91,000 active; inhibition, % at 2 µM; HUVEC TNFa F-actin phalloidin imaging, high content;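 active = inhibition above the batch mean plus 3 SD and confirmed as a hit by visual image inspection, cut at about 30% in these data, passing the limit was not always enough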; note: strong numbers were not always called active
# MT1-MMP txn act = MT1-MMP promoter transcription activation | HT1080 MT1-MMP promoter luciferase reporter, luminescence, overnight; active compounds read high | activation factor at 10 µM | 0.16% of 86,000 active | AID 750;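 active = activation factor of at least 2 for MT1-MMP transcription at 10 µM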
# PTPN22 inh 2 = blocks human PTPN22 phosphatase activity; recombinant LYP catalytic domain, DiFMUP fluorescence; inhibition, % at 2 µM; Q9Y2R2; 0.21% of 96,000 active;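 active = inhibition at 2 µM at or above a set limit, the screen mean plus 3 SD, cut at about 24% in these data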;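 note: 0% = DMSO with enzyme and 100% = enzyme fully blocked by orthovanadate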
# Target sequence (Q9Y2R2 whole entry, looked up, the tested form may be a part): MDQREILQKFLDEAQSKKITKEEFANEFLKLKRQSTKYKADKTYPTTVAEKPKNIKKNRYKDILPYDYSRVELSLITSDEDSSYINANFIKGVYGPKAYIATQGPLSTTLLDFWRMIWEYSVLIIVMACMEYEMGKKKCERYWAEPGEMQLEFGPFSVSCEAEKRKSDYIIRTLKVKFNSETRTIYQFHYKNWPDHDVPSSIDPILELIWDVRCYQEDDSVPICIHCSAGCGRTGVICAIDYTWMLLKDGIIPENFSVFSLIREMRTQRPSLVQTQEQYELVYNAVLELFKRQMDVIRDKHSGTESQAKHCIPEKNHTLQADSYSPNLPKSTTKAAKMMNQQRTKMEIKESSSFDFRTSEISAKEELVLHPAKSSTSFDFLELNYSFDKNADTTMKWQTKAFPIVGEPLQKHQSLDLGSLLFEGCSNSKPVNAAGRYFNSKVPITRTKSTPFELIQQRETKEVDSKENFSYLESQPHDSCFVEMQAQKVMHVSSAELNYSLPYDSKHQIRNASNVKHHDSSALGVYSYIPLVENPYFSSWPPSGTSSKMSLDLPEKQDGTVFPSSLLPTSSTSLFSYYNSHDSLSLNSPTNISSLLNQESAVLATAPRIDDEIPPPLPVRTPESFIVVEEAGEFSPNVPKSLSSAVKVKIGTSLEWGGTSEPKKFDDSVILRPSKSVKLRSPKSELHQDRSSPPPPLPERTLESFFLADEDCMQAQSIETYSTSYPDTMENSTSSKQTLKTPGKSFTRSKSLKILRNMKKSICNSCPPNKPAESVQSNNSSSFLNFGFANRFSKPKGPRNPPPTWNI
# HUVEC tox TNFa = toxic to HUVEC cells under TNF alpha stimulation. HUVEC TNFalpha-stimulated, Hoechst cell count, imaging. cell count reduction, % at 2 µM. 0.17% of 93,000 active;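 active = cell count reduction exceeding the screen mean by over 5 SD, scaled to untreated wells per plate, cut at about 78% in these data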;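 note: cells counted after 24 h of TNF alpha exposure following the 1 h pretreatment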
# The depositor's hits bear a star; x = no result given; [ ] = remark or other dose.
Molecule,DAT uptake mod,Calb biofilm kill,Smad3 FoxH1 inh,IL1B cytotox,VCAM1 TNFa inh,cytoskel mod,MT1-MMP txn act,PTPN22 inh 2,HUVEC tox TNFa
COCCCNC(=O)CS(=O)(=O)Cc1nc(-c2cccc(OC)c2)oc1C,-0.61,1,-2,-77,-10,x,1.2,-5,-25
Cc1ccc(SCc2nc(-c3cccnc3)no2)cc1,-0.43,-4,-7,2,49,-12,1.2,1,9
CCN(CCCNC(=O)COc1cc(=O)n(C)c2ccccc12)c1ccccc1,0.74,6,11,-19,4,-22,1,-8,-23
Cc1cc(C)c(S(=O)(=O)c2ccccc2)c(OC(=O)c2c(Cl)cc(Cl)cc2Cl)n1,-1.9,13,7,x,26,-30,1.1,-4,11
Cc1ccc(NC(=O)CSCC(N)=O)cc1C,1.1,2,-7,-30,12,-11,1.4,-8,-6
Cc1ccc(C(=O)N/N=C\c2ccc(Br)o2)o1,-0.036,x,x,-8,12,15,x,8,-12
Cc1c(N(C(=O)Nc2ccccc2)C2=NCC(C)S2)c(=O)n(-c2ccccc2)n1C (stereo unspecified),2.6,7,10,-7,-77,4,1.2,1,-38
COc1ccc(OC)c(NC(=O)CN2C(=O)c3ccccc3S2(=O)=O)c1,0.19,6,12,x,x,x,1.1,x,x
CC(C)Cn1c(CN(C)Cc2ccccc2)nc2c1c(=O)n(C)c(=O)n2C,-1.9,12,10,0,-1,-17,1,4,23
CCc1cc2ccc(OC)cc2nc1SCC(=O)Nc1cc(C)on1,0.067,-5,-14[fluorescence artefact?],-9,40,-25,1.1,-1,44
CC1C2CC(C(S(=O)(=O)N3CCOCC3)C2=O)C1(C)C (stereo unspecified),-0.067,9,-1,-5,-1,-23,1.1,1,-6
Cc1[nH][nH]c(=O)c1C(c1ccc(-c2ccc(Cl)c(Cl)c2)o1)c1c(C)[nH][nH]c1=O,-0.016,4,32,-124,1,-11,1.3,18,-16
CC(Oc1ccc2ccccc2c1)C(=O)NNC(=S)NC(=O)c1ccco1 (stereo unspecified),1.5,x,x,-17,-8,-4,x,-9,-2
Cc1cc(/C([O-])=C(/C(=S)Nc2ccc(F)cc2)[n+]2ccccc2)c(C)n1-c1ccc(F)cc1,-0.029,4,-7,1,11,x,1.2,-3,27
Cc1nnc(NC(=O)Oc2ccccc2)s1,0.52,7,11[fluorescence artefact?],x,-3,32,1.2,-31,-12
CCN(CC)CCNC(=O)CCc1n[nH]c(=O)c2ccccc12,-0.43,6,6,1,7,-14,1.1,2,-8
CCc1nnc(NC(=O)CSc2nc3cccnc3n2Cc2ccccc2)s1,0.13,-2,-13,-7,15,-4,1.2,-4,4
COCCNC(=S)NC12CC3CC(CC(C3)C1)C2,-0.35,1,0,16,-9,4,1.2,1,-6
O=C(c1c[nH]c2ccc(S(=O)(=O)N3CCOCC3)cc2c1=O)N1CCN(c2ccccn2)CC1,0.062,-2,5,15,7,13,1,-2,-9
Cc1ccc(S(=O)(=O)C/N=C(/NC(=S)N(c2ccccc2)c2ccccc2)c2ccccc2)cc1,1.1,2,3,-4,12,-17,1.2,4,-2
COc1ccc(NC(=O)CSc2nccc(C)n2)cc1,-0.099,11,8,26,-33,-14,1.1,-4,0
O=C(NCc1ccccc1)N[C@@H](Cc1c[nH]c2ccccc12)C(=O)O,-1,-1,12,-32,0,34,1.1,6,-27
CC(C)c1nnc(NC(=O)c2cccnc2)s1,-0.033,2,8,-70,21,2,1.4,12,-17
CC1=C(C#N)C(Nc2ccc(Cl)cn2)(C(F)(F)F)C(=O)N1 (stereo unspecified),-1.3,-7,-6,12,-6,11,1,18,-9
CC1=C(C(=O)OCCOC(C)C)C(c2cc3c(cc2Br)OCO3)CC(=O)N1 (stereo unspecified),0.32,10,4,8,-5,-2,1.2,9,-8
COCCOC(=O)C1=C(C)NC2=C(C(=O)CCC2)C1c1cc2c(cc1Br)OCO2 (stereo unspecified),0.5,10,2,-4,-6,16,1.1,4,-12
C=CCOc1ccccc1CNCc1cccnc1,-0.44,6,7,-16,-1,0,1.2,1,-13
CCOc1ccccc1C1N(c2ccc(F)cc2)C(=O)C2CCCN21 (stereo unspecified),-0.57,1,5,-18,2,-14,1.1,-15,-1
Cc1ccc2c(n1)sc1c(-c3ccccc3)c(C#N)c(N)nc12,0.77,x,x,-24,8,-15,x,-6,-25
COc1ccc(C2=NOC(C(=O)NCc3ccccc3)C2)cc1 (stereo unspecified),x,3,-4,8,9,1,1.2,4,-3

# The last 2 entries of the part before open the next one:
Molecule,DAT uptake mod,Calb biofilm kill,Smad3 FoxH1 inh,IL1B cytotox,VCAM1 TNFa inh,cytoskel mod,MT1-MMP txn act,PTPN22 inh 2,HUVEC tox TNFa
Cc1ccc2c(n1)sc1c(-c3ccccc3)c(C#N)c(N)nc12,0.77,x,x,-24,8,-15,x,-6,-25
COc1ccc(C2=NOC(C(=O)NCc3ccccc3)C2)cc1 (stereo unspecified),x,3,-4,8,9,1,1.2,4,-3
COC(=O)C1=C(C)NC2=C(C(=O)C(C(=O)OC)C(c3ccc(OC)cc3)C2)C1c1ccccn1 (stereo unspecified),-0.28,x,x,-50,5,-2,x,-2,2
CCN(Cc1ccccc1)S(=O)(=O)c1ccc(S(=O)(=O)N(Cc2ccccn2)Cc2ccco2)cc1,0.092,-1,-15,12,13,x,1,17,-6
CCOC(=O)C1=C(C)NC(=O)NC1c1ccc(OC(=O)c2ccco2)cc1 (stereo unspecified),1,6,7,-16,11,-17,1.3,4,1
CC1=C(C(=O)Nc2cccc(C)n2)C(c2ccc3c(c2)OCO3)C2=C(CC(c3ccco3)CC2=O)N1 (stereo unspecified),0.68,7,4,-27,10,-19,1.2,-4,-15
O=C(O)c1cc(-c2ccncc2)nc2ccc(F)cc12,0.036,6,3,-22,-10,21,1.1,1,14
CC(=O)NC1CC2CCCC(C1)N2CC(=O)N1CCCc2ccccc21 (stereo unspecified),-0.21,x,x,-15,12,-1,1,-9,-18
Cc1onc(-c2c(F)cccc2Cl)c1C(=O)OCC(=O)NC(c1ccccc1)c1ccccc1,-0.5,x,x,-11,5,-14,x,-3,-12
c1ccc(C2=Nc3ccccc3OC2)cc1,-0.15,1,6,-1,-6,x,1.3,-4,-47
Nc1nc(Nc2cccc(F)c2)nc2ccccc12,1.6,7,-4,x,x,x,1,x,x
O=c1cc(-c2ccccc2)c2c([nH]1)CCCC2,-0.37,6,6,-2,-1,6,1.2,-1,-14
CC1CCN(c2[nH]c(=S)c(C#N)c3c2CCCC3)CC1,0.083,0,-12,-8,11,13,1.1,-2,-4
Cc1ccc(S(=O)(=O)Nc2nc3ccc(S(C)(=O)=O)cc3s2)cc1,0.86,4,7,3,1,-1,1,-1,6
N#Cc1c(Oc2ccc3ccccc3c2)sc(C(=O)c2ccccc2)c1N,-0.43,x,x,1,15,-7,x,-1,-30
Cc1ccc(Cl)cc1NS(=O)(=O)c1c(C)[nH]c(=O)[nH]c1=O,-0.43,4,1,x,-5,-4,1,1,-8
c1ccc(C2=Nc3ccccc3NC(c3ccccc3)C2)cc1 (stereo unspecified),0.27,x,x,5,-17,12,x,6,7
CCC(=O)c1c[nH]c(C(=O)NCc2ccco2)c1,0.3,x,x,-22,-10,-19,x,-10,14
COc1cc(C(=O)n2nc(C)cc2C)cc(OC)c1OC,0.33,6,-1,x,x,x,1.1,x,x
O=C1COc2ccc(C(=O)NCc3ccc4c(c3)OCO4)cc2N1,0.16,9,5,-18,3,-9,1.1,-5,9
Oc1ccc(C=NCC2COc3ccccc3O2)cc1 (stereo unspecified),-0.099,9,-2,-8,22,-1,x,-2,9
COc1ccc(C)cc1NC(=O)C12CCC(C)(C(=O)O1)C2(C)C (stereo unspecified),-0.96,2,-5,21,3,-6,1.1,2,-14
CC(=O)c1ccc(N2CCN(C(=O)COc3ccccc3F)CC2)c(F)c1,0.38,7,-5,27,0,9,1.3,2,-5
COc1ccc(Cl)cc1NC(=O)CSc1nc(N2CCCCC2)nc(N2CCCCC2)n1,-0.76,-2,1,14,3,8,0.9,2,-8
CCn1c(CNC(=O)C(C)(C)C)nc2ccccc21,-0.48,5,2,-4,6,-6,1.1,2,-15
O=C(NCCc1ccccc1)C1CCN(S(=O)(=O)c2cccs2)CC1,-0.033,x,-9,5,-5,x,1.2,-1,-22
Cn1c(=O)c2[nH]c(NCC3CCCO3)nc2n(-c2ccccc2)c1=O (stereo unspecified),0.022,-1,4,-13,-8,-3,1.1,3,2
O=C(NC1CCCCC1)NC1(C(=O)N2CCN3CCCC3C2)CCCCC1 (stereo unspecified),0.028,x,x,7,6,-10,1.1,3,-3
Cc1nn(CC(=O)N2CCN(Cc3ccccc3)CC2)c(=O)c2ccccc12,0.72,12,2,x,x,x,1,x,x
CN(Cc1ccccc1)S(=O)(=O)c1ccc(OCC(=O)N2CCOCC2)cc1,-0.71,11,5,-1,-3,2,1.2,-3,-11
C=CCN1C(=O)C(O)(CC(=O)c2ccc(OC)cc2OC)c2cc(Br)ccc21 (stereo unspecified),0.0092,7,4,-33,-16,1,1,5,-10
CCN(CC)C1=CC(=O)OC12CCCCC2,-1.4,0,7,-10,8,4,1.1,0,-9

# Other entries follow.
Molecule,DAT uptake mod,Calb biofilm kill,Smad3 FoxH1 inh,IL1B cytotox,VCAM1 TNFa inh,cytoskel mod,MT1-MMP txn act,PTPN22 inh 2,HUVEC tox TNFa
Cc1cccc2cc(CN(Cc3cccs3)Cc3nnnn3Cc3ccccc3)c(=O)[nH]c12,1.2,x,x,-22,-8,-19,x,-1,-7
Cc1noc(C)c1S(=O)(=O)N1CCCC(C(=O)NC2CCCCC2)C1 (stereo unspecified),-0.74,-1,0,-9,-6,x,1.2,-5,-90
COc1ccc(-n2ncc3c(N4CCc5ccccc54)ncnc32)cc1,1.1,0,19[fluorescence artefact?],1,-27,-17,0.6,-11,x
COCCn1c(SCC#N)nnc1-c1ccccc1,-1,2,4,x,x,x,1,x,x
Cc1ccc(C)c(NC(=O)CCC(=O)OC(C(=O)c2ccccc2)c2ccccc2)c1 (stereo unspecified),1.5,x,x,x,3,28,x,2,-15
O=C1NC(Nc2nccs2)(C(F)(F)F)C(=O)N1CCc1ccccc1 (stereo unspecified),0.43,4,0,-13,-1,41,1.1,0,-22
Cc1ccc(SCC2=NNC(=O)C2)cc1,-1,x,x,-30,36,1,x,-8,23
CCOc1ccc(S(=O)(=O)N2CCN(c3ccccc3)CC2)c2cccnc12,0.61,4,7,-36,-15,x,1.1,-7,-14
CN(CCO)c1cc(Sc2nc3ccccc3s2)c2nonc2c1[N+](=O)[O-],-0.058,6,1,-3,-1,-21,1.2,2,7
O=C(CN1C(=O)NC2(CCCC2)C1=O)Nc1ccc(F)cc1,0.34,x,x,-2,3,-3,x,-2,-19
O=S(Cc1cc(Oc2ccccc2)nc(-c2ccccc2)n1)c1ccccc1 (stereo unspecified),-0.71,x,x,13,-1,-4,x,-5,-17
CC1=Nc2ccccc2/C1=C\c1nc(-c2ccccc2)oc1O,-0.98,x,x,-5,-10,15,x,3,-31
CN(C)c1cccc(NC2=CC(=[N+]3CCOCC3)CC(C)(C)C2)c1,x,3,10,-14,10,-2,1.1,0,-8
CCOC(=O)c1c(C)[nH]c(N=Nc2ccccc2)c1C,0.4,1,1,2,-20,-10,1.7,4,0
O=C(CN1CCN(c2ccccc2F)CC1)Nc1ccccc1F,0.42,9,-9,-6,15,2,1.2,-7,-24
O=C(CCN1C(=O)c2ccccc2C1=O)Nc1ccc(-c2cn3ccsc3n2)cc1,x,-1,-18,-13,-13,-32,1,-2,3
CCn1ncc(Br)c1C(=O)Nc1nccs1,0.098,4,2,-2,x,x,1.1,7,x

# Some of the compounds tested; the hit share may differ from the screen's.
